Screens as filed in PubChem.
D1 ag: agonists of human D1 dopamine receptor; 1% of 360,000 active; AID 504660; activation, % at 2 µM; P21728; HEK293 T-REx D1 cells, calcium flux, agonist mode; in the data active = activation above about 30%; also: 0% is about no effect
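Agonism was scored from calcium flux recorded over 180 s (1 read/s) after pintool compound addition, following a 10-cycle baseline. Cells were inducible force-coupled HEK293 TREx D1, plated overnight at 30 C and loaded with no-wash calcium dye.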
RXFP1 antag: antagonists of human relaxin receptor RXFP1; Q9HBX9; HEK293-RXFP1, relaxin-stimulated cAMP HTRF, 30 min; stronger effect = lower value; activity change, negative = inhibition, % at 57.5 µM; 0.59% of 350,000 active; AID 1259400;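 active = activity change of -60% or lower, but not beyond a set lower limit; inconclusive = change between -60% and -40%, or beyond the set limit; inactive = change above -40%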; also: % is scaled to controls: 0 for no effect and ±100 for the full control effect
TRHR PAM: TRH receptor (human) allosteric enhancement. enhancement, % at 2 µM. 0.66% of 360,000 active. TRHR cells, fluo-8 calcium fluorescence, EC20 TRH enhancement. AID 493056. P34981; in the data active = enhancement above about 30%; also: 0% is about no effect
Target sequence (P34981 whole entry, looked up): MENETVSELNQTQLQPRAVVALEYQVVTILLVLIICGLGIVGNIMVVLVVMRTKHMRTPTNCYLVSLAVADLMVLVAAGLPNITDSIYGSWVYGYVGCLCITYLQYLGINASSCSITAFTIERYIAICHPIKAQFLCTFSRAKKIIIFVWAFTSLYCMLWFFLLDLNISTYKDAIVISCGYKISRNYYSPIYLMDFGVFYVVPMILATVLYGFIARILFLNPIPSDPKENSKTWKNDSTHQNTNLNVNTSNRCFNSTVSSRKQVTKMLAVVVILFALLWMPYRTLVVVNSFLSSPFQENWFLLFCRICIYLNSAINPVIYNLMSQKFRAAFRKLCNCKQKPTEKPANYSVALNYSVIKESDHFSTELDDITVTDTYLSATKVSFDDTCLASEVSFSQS
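TRHR-expressing cells loaded with fluo-8 calcium dye were read kinetically (ex 480/em 530) during compound addition, then stimulated with an EC20 of TRH (10 nM final). Enhancement of the Gq-mediated intracellular calcium response was scored.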
D2 PAM: positive allosteric modulators of human D2 dopamine receptor; HEK293 T-REx D2, calcium flux, EC20 dopamine potentiation; potentiation, % at 10 µM; 0.34% of 340,000 active;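 active = potentiation over 3 SD above the plate norm, cut at about 30% in these data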; also: 0% is about no effect
Target sequence (P14416 whole entry, looked up): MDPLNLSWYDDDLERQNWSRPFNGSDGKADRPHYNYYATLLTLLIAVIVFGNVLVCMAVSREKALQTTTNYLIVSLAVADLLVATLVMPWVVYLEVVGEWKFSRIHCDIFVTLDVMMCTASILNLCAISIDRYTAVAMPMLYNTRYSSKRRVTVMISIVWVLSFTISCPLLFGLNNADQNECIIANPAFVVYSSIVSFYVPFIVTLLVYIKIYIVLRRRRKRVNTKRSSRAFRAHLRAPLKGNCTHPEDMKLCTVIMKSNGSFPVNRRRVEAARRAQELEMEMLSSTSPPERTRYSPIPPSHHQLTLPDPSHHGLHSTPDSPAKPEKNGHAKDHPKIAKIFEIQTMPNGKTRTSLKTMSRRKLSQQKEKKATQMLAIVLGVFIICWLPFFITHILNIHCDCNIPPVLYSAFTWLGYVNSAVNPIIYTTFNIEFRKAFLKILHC
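Cells plated with tetracycline inducer and held overnight at 30 C; calcium dye loaded 30–90 min at room temperature; baseline taken, compound added and read 180 s; EC20 dopamine then added and read 180 s.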
RXFP1 agonist: RXFP1 (human) receptor agonism. AID 2676. Potency, µM (highest dose often 57.5 µM), for inactives: at the highest dose activation, hits mostly activators. HEK293T-RXFP1 cAMP TR-FRET, 30 min; response scale: percent of porcine relaxin response, buffer zero. 0.3% of 370,000 active. Q9HBX9; also: potency is read from the fitted curve at half-maximal effect; % is scaled to controls: 0 for no effect and ±100 for the full control effect; nearly all actives have a fitted effect of over 60% in size; many of its hits are not listed in these tables
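HEK293T cells stably expressing RXFP1 were pretreated with the PDE4 inhibitor Ro 20174, exposed to compounds for 30 min at 37C, lysed, and cAMP was read by TR-FRET. Data normalized to buffer (basal) and 29 nM porcine relaxin (100%).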
D1 potentiator: human D1 dopamine receptor positive modulation; P21728; HEK293 TREx D1 cells, calcium flux, dopamine EC20 potentiation; potentiation, % at 10 µM; 0.036% of 360,000 active; AID 504651; in the data active = potentiation above about 30%; also: 0% is about no effect
TRHR ag: TRH receptor (human) agonism; P34981; TRHR cells, calcium flux fluo-8, FDSS agonist mode; activation, % at 2 µM; 0.18% of 360,000 active; AID 493084; in the data active = activation above about 30%; also: 0% is about no effect
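Fluo-8-loaded TRHR cells; 10 s baseline, compound added, kinetic Ca2+ fluorescence read 1/s, agonist mode.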
D1 antag: antagonists of human D1 dopamine receptor | activity change, negative = inhibition, % at 10 µM | HEK293 TREx D1 cells, calcium flux, dopamine EC80; stronger effect = lower value | P21728 | 3.2% of 360,000 active | AID 504652; in the data active = activity change below about -30%; also: % is scaled to controls: 0 for no effect and ±100 for the full control effect
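Compound effects on dopamine-evoked calcium signalling were measured in tetracycline-induced HEK293 Trex D1 cells. Dopamine at EC80 followed a 180 s compound pre-read, and fluorescence was tracked kinetically for 180 s more.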
Apoferritin bind: binds horse apoferritin like a general anesthetic; P02791; apoferritin/1-aminoanthracene competitive binding, fluorescence; Potency, µM (series often up to 77.5 µM), inactives show at the highest dose activity change, negative = displacement, actives largely listed as inhibitors; 0.074% of 350,000 active; also: potency is read from the fitted curve at half-maximal effect; % is scaled to controls: 0 for no effect and ±100 for the full control effect; nearly all actives have a fitted effect of over 20% in size
Target sequence (P02791 2-175 limits assumed): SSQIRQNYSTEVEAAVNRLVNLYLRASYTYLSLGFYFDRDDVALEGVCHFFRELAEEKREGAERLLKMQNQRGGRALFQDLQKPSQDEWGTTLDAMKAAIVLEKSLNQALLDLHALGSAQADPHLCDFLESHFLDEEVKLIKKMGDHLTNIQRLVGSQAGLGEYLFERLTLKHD
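In PBS, apoferritin at 10 uM is loaded with 1-AMA from a 50% saturated solution. After 10 min of compound exposure at ambient temperature, reduced 535 nm fluorescence indicates probe displacement.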
Active calls of the source: *; ? = inconclusive; . = no result given; [ ] = another dose, or the depositor's remark. Unless noted, calls follow the shape of the dose curve; as a rule, active = well fitted curve in the direction sought with a large enough effect; inconclusive = small, poorly fitted or top-dose-only effect, or another doubt; inactive = no such curve, though single readings can be large; an effect the other way counts as inactive or inconclusive. The list is partial; count on the stated rates, not on these rows.

SMILES,D1 ag,RXFP1 antag,TRHR PAM,D2 PAM,RXFP1 agonist,D1 potentiator,TRHR ag,D1 antag,Apoferritin bind
CCCOc1c(Br)cc(C2C3=C(CCCC3=O)N(C)C3=C2C(=O)CCC3)cc1OC,1,?,6,11,0.9%,0,-0.5,11,184%[activator]
CC(C)CCN1CCN(Cc2cc3ccccc3[nH]2)CC1CCO (configuration not stated),1,8,-3,-9,1.3%,4,0.4,3,-8%
CC(=O)Nc1cc2c(=O)n(Cc3ccccc3)c(C)nc2cc1N1CCOCC1,1,9,8,-4,1.5%,-3,2.0,5,-9%
COCCCNCCCCOc1cccc(Br)c1,5,-2,1,-19,0.2%,-3,0.7,3,-12%
Cc1ccc(NS(=O)(=O)Cc2ccccc2)nc1,1,-5,1,4,-0.1%,-3,5.2,-8,-8%
O=C(CC1(O)C(=O)N(CCc2ccccc2)c2ccc(Br)cc21)c1ccc(F)cc1 (configuration not stated),6,-8,2,8,2.9%,4,2.0,31,-24%
NC(N)=N/N=C/c1ccc(OCc2ccc(Cl)cc2)cc1,23,-12,4,-7,-1.8%,3,-0.4,-2,?
COc1ccc(S(=O)(=O)N2CCOCC2)cc1NC(=O)CCNC(=O)c1ccc(Br)cc1,0,2,0,-1,0.1%,-8,-0.2,-3,.
Cc1nnc(N2CCC(C(=O)NCCC(C)C)CC2)c2nn(-c3ccc(Cl)cc3)c(C)c12,7,-21,4,-16,5.1%,0,-1.1,12,-9%
O=C(CN1C(=O)NC2(CCc3ccccc32)C1=O)c1ccc(Cl)cc1 (configuration not stated),2,8,-1,3,-0.2%,-4,-0.2,4,.
Cn1nc([N+](=O)[O-])nc1N1CCOCC1,2,2,1,4,2.1%,0,0.7,-2,1%
COc1ccc(-c2csc(NC(=O)/C(N=Nc3ccccc3)=C(\C)O)n2)cc1,2,.,10,2,0.1%,0,-0.3,-12,-8%
O=C1c2ccccc2C(=O)N1c1n[nH]c(CCc2ccccc2)n1,1,-5,9,5,1.6%,-3,0.0,2,-8%
Cc1ccc(C)c(OCCC(=O)NCCc2ccc(S(N)(=O)=O)cc2)c1,3,-14,-2,15,-3.7%,1,0.0,-10,0%
COc1ccc(S(=O)(=O)N(C(=O)c2ccncc2)c2ccc3oc(C)c(C(C)=O)c3c2)cc1,9,-1,9,.,9.4%,-1,-0.6,-20,-23%
Cc1ccc(S(=O)(=O)Nc2ccccc2F)cc1C(=O)N1CCCC1,1,2,-2,-1,3.9%,0,0.5,-11,.
O=C(NCC1(c2ccccc2)CCCC1)c1ccccc1Br,6,-2,-2,13,1.4%,0,-0.2,-16,-3%
COc1cc(-c2nc3ccccc3s2)ccc1O,1,1,-4,-1,18%,3,-0.5,-3,-9%
COc1ccc(Nc2nc(N)c([N+](=O)[O-])c(NCCO)n2)cc1,3,3,1,12,2.9%,3,-0.4,6,-12%
C=CCOC(=O)c1sc(NC(=O)c2ccc(OC)cc2)nc1C,0,-9,-3,-11,?,1,0.4,-6,-5%
Cc1c(S(=O)(=O)N(C)C2CCCCC2)c(=O)n(C)c(=O)n1C,1,-4,4,17,1.0%,6,0.0,11,.
CCOc1ccccc1OCC(=O)Nc1nc2ccccc2[nH]1,2,-5,-5,-2,-0.1%,-6,-0.1,-16,-13%
CCc1nc(Nc2ccccc2)c2oc3ccccc3c2n1,2,-6,-5,3,3.7%,-3,0.2,-29,-10%
O=C(COc1ccc2c(c1)oc(=O)c1ccccc12)N[C@@H](Cc1ccccc1)C(=O)O,-1,.,11,10,-2.8%,0,-0.1,-3,-3%
COc1ccc(CCNC(=O)C2CCN(S(=O)(=O)c3ccc(OC)c(OC)c3)CC2)cc1,1,1,4,7,1.9%,-7,-0.7,-4,-11%
CCOc1ccccc1N1CCN(C(=O)NCc2ccc(C)cc2)CC1,-4,-4,4,32*,-1.6%,1,-0.9,0,-7%
Cc1nc(-c2ccccc2)sc1CCNS(=O)(=O)c1ccc(Br)cc1,5,.,-3,-1,-4.7%,-4,-0.1,-3,133%[activator]
O=C1c2ccccc2C(Nc2ccccc2F)N1c1cccnc1 (configuration not stated),0,5,-1,-12,0.2%,.,0.3,-35*,-4%
CC(=O)N1CCN(c2cc(N3CCCC3)c(F)cc2[N+](=O)[O-])CC1,1,-39,-4,1,0.4%,-2,-3.2,-14,-4%
Cc1cccc(NC(=O)/C(C#N)=C/c2cn(CC(=O)NCc3ccco3)c3ccccc23)c1C,12,-16,-7,2,2.2%,-9,1.3,-22,-11%

Quoted from the listing:
CC(=O)Nc1cc2c(=O)n(Cc3ccccc3)c(C)nc2cc1N1CCOCC1 | D1 antag = 5
COc1ccc(-c2csc(NC(=O)/C(N=Nc3ccccc3)=C(\C)O)n2)cc1 | TRHR PAM = 10

Next section
SMILES,D1 ag,RXFP1 antag,TRHR PAM,D2 PAM,RXFP1 agonist,D1 potentiator,TRHR ag,D1 antag,Apoferritin bind
Cc1ccc(/C=C2\CCOC2=O)cc1,0,-6,-5,6,-2.8%,0,-0.4,14,2%
Cc1ccc(C2(c3ccc(C)cc3)CC2C(=O)NC(C)C)cc1 (configuration not stated),3,-24,0,-4,-0.9%,-2,-1.4,13,-3%
O=C(O)C1C2CCC(O2)C1C(=O)NCc1ccc(Cl)cc1 (configuration not stated),1,14,0,1,2.9%,-10,-0.3,-37*,?
COc1ccc(CCC(=O)N2CCCc3ccccc32)cc1,-2,-3,12,16,0.0%,-2,-0.4,-37*,-16%
Cc1cc(C)nc(SCc2nnc(SCc3ccc([N+](=O)[O-])cc3)n2Cc2ccco2)n1,-1,15,-1,6,3.2%,-1,-0.7,9,0%
Cc1cc(NC(=O)c2ccccc2F)cc(C)c1OCC(=O)N1CCOCC1,3,-10,0,-20,1.7%,-5,0.4,-3,-6%
COc1ccccc1N(CC(=O)N1CCCCCC1)S(C)(=O)=O,0,21,2,-12,1.5%,-4,-0.3,-10,-7%
O=C(Nc1ccccc1)Nc1ccccc1C(=O)NCc1ccco1,0,-20,-2,10,2.5%,-4,-0.2,-2,1%
Cc1ccc(CCNS(=O)(=O)c2cc(Br)cnc2N)cc1,6,2,-9,2,0.3%,-5,-0.8,-15,-6%
Fc1ccc(-c2nc3c(-c4ccccc4)cnn3cc2CCN2CCOCC2)cc1,2,-33,-3,3,-1.8%,1,0.1,7,-21%
C=CCC(C#Cc1ccc(C)cc1)N(CC)CC (configuration not stated),1,2,-1,-15,1.0%,-3,0.2,-4,-3%
N#CCc1nn(-c2ccc(F)cc2)c(N)c1C#N,1,5,-2,1,3.7%,4,1.1,8,-5%
OCCn1c(CSc2nnc(-c3ccco3)n2-c2ccccc2)nc2ccc(Cl)cc21,1,-10,6,.,0.3%,-4,-1.1,7,-11%
Cc1ccccc1NC(=O)Cn1cnc2c(oc3nc4c(cc32)COC(C)(C)C4)c1=O,0,25,0,9,1.4%,-1,-0.3,19,-12%
CS(=O)(=O)c1ccc2nc(NC(=O)CC3CCCC3)sc2c1,1,-6,6,0,-0.4%,-4,0.4,15,-21%
CSc1cccc(NC(=S)Nc2cc(C)ccc2C)c1,2,-9,-5,10,-0.2%,-6,1.4,-40*,-7%
CCC1CCCCN1CCCNC(=O)c1ccc(/C=C2/Sc3ccccc3NC2=O)cc1 (configuration not stated),8,5,-2,.,0.4%,-5,1.1,9,-23%
O=C(Nc1cccc(C(F)(F)F)c1)c1cnccn1,0,-7,7,5,-3.7%,-3,0.2,-2,-11%
CCCC1=Nc2cc(C(=O)N3CCN(c4ccccn4)CC3)ccc2Sc2ccc(C)cc21,5,-22,0,6,-2.9%,-4,2.3,-12,-9%
CC(Sc1nnc2ccccn12)C(=O)Nc1ccc2c(c1)OCO2 (configuration not stated),3,5,8,13,12%,2,0.1,18,-8%
O=S(=O)(c1ccc(Cl)c(F)c1)N1CCC(c2nc(-c3ccncc3)no2)CC1,4,-29,3,-6,0.9%,-2,0.2,8,-6%
O=S(=O)(c1ccc(NC(=S)NN=C(Cc2ccccc2)Cc2ccccc2)cc1)N1CCOCC1,2,-9,-3,4,1.3%,-9,-0.7,13,?
Cc1ccccc1N=C(NO)c1cccnc1,4,4,0,1,-0.7%,0,0.0,-7,6%
CCOC(=O)c1c(NC(=O)c2cccnc2)sc(C(C)=O)c1C,1,-2,1,0,0.2%,-6,1.0,-10,-4%
COc1nc(NCc2ccco2)nc(NC2CCCCC2)n1,5,-1,0,-3,-0.2%,3,-0.3,5,-19%
Cc1ccc(NS(=O)(=O)c2cccc(C(=O)N3CCCCCCC3)c2)cc1,4,-8,2,10,0.3%,-2,-0.1,-2,.
CC(C)OC(=O)CSc1nnc(-c2cnccn2)n1-c1ccccc1,0,-3,5,.,2.6%,-4,0.7,-12,-5%
COc1ccc(/C=N/NC(=O)CCCC(=O)NC2CCCCC2)cc1,1,3,0,4,0.8%,-5,0.6,-3,-24%
CC(C)c1ccc(NC(=O)CSc2nc(=O)n(Cc3ccccn3)c3c2CCC3)cc1,-1,-11,4,15,0.7%,2,-0.4,.,-7%
O=P(O)(CCCP(=O)(O)CCc1ccccc1)CCc1ccccc1,3,-27,-11,-5,0.1%,12,-0.6,8,-8%

2 of these compounds in a different format:
Fields – D1 ag	RXFP1 antag	TRHR PAM	D2 PAM	RXFP1 agonist	D1 potentiator	TRHR ag	D1 antag	Apoferritin bind
- N#CCc1nn(-c2ccc(F)cc2)c(N)c1C#N
→ 1	5	-2	1	3.7%	4	1.1	8	-5%
- OCCn1c(CSc2nnc(-c3ccco3)n2-c2ccccc2)nc2ccc(Cl)cc21
→ 1	-10	6	.	0.3%	-4	-1.1	7	-11%

The listing continues.
SMILES,D1 ag,RXFP1 antag,TRHR PAM,D2 PAM,RXFP1 agonist,D1 potentiator,TRHR ag,D1 antag,Apoferritin bind
COc1ccc(/C=C2\Oc3cc(OCC(=O)N4CC(O)C[C@H]4C(=O)O)ccc3C2=O)c(OC)c1OC (some centres not stated),3,.,1,6,-0.7%,2,0.1,-4,-8%
CCN(CC)c1ccc(-n2c(C)cc(C=O)c2C)cc1,3,-19,-9,-3,-0.3%,1,-0.5,-32*,?
CCOC(=O)c1sc(-c2ccc(Cl)cc2)nc1O,5,-9,4,9,14%,2,-0.4,-2,145%[activator]
COc1ccc2cc3cc(C(=O)N4CCN(c5cccc(C(F)(F)F)c5)CC4)sc3nc2c1,1,.,18,8,-2.7%,-1,0.6,-13,-1%
